# Screening data deposited in PubChem by National Center for Advancing Translational Sciences (NCATS).
# KCNH2 3.1 block: KCNH2 3.1 (human) potassium channel inhibition. U2OS KCNH2 3.1, thallium flux FluxOr; active compounds read low. activity change, % (tested at about 1.8 µM). actives 0.95% (n = 340,000). AID 720553;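 active = maximum activity change below -70%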;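 also: thallium influx rate constant from kinetic fluorescence after stimulation buffer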
#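 Thallium flux via FluxOr fluorescence (Red40 quencher, 45 min loading) in U2OS cells virally expressing the KCNH2 3.1 isoform (1.77 x 10^8 /mL virus, overnight at 37 C). Rate constants from 2-min kinetic reads post-stimulation, normalised to positive and negative controls.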
# Active calls of the source: *. % is scaled to controls: 0 for no effect and ±100 for the full control effect.
# Preview, four compounds:
SMILES	KCNH2 3.1 block
O=C1OC2(c3ccccc31)c1ccccc1-c1ccccc12	3.7
CCCCc1c(O)nc(SCC(=O)N2CCOCC2)n(-c2ccc(C)cc2)c1=O	6.7
Cc1cn([C@H]2C[C@H](O)[C@@H](CCC(=O)NC(c3ccccc3)c3ccccc3)O2)c(=O)[nH]c1=O	4.9
Oc1ccccc1-c1nnco1	-0.8

# The listing, from the start:
SMILES	KCNH2 3.1 block
O=C1OC2(c3ccccc31)c1ccccc1-c1ccccc12	3.7
CCCCc1c(O)nc(SCC(=O)N2CCOCC2)n(-c2ccc(C)cc2)c1=O	6.7
Cc1cn([C@H]2C[C@H](O)[C@@H](CCC(=O)NC(c3ccccc3)c3ccccc3)O2)c(=O)[nH]c1=O	4.9
Oc1ccccc1-c1nnco1	-0.8
COc1ccccc1N1CCN(C(=O)c2ccc3ncsc3c2)CC1	-1.2
Cc1nc(-c2cccc(NC(=O)c3ccc(Cl)c(S(=O)(=O)N4CCCC4)c3)c2)cs1	13.1
C[C@H](CO)N1C[C@H](C)[C@@H](CN(C)C(=O)Nc2cccc(Oc3ccccn3)c2)OCc2cnnn2CCCC1=O	-15.8
O=C(C[C@H]1C(=O)N(Cc2ccccc2)C[C@@H]1c1ccc(Br)cc1)Nc1ccc(Br)cc1	-21.4
CCN(CC)C(=O)C1=C(C)N(Cc2ccc(OC)cc2)C(=O)C(CC(=O)NC2CCCC2)C1 (configuration not stated)	-0.4
COc1cc2c(cc1N)-c1ccc(N)cc1C2=O	-7.7
O=C(COC(=O)c1ccc(O)cc1)Nc1cc(S(=O)(=O)N2CCOCC2)ccc1N1CCOCC1	4.5
CCCCCCC(=O)Nc1ccc(S(=O)(=O)Nc2onc(C)c2C)cc1	-5.5
O=C1CSC(=S)N1N=Cc1c(F)cccc1Cl	-5.5
CC(=O)C[C@H]1c2ccccc2S(=O)(=O)N1c1ccccc1	10.8
O=C(NCC(=O)N1CCN(C(c2ccccc2)c2ccccc2)CC1)c1ccccc1Br	0.5
O=C(NNC(=O)c1ccccc1O)c1ccccc1O	14.9
CN1OC[C@@H]2CN[C@H](c3ccc(-c4ccccc4)cc3)C[C@@H]21	-8.7
CCOC(=O)[C@H]1[C@H]2COc3ccc(Cl)cc3[C@@H]2N2C(=O)[C@H](C)NC(=O)[C@@]12C	18.8
Cc1ccc(O)c(C(=O)C=Cc2ccccc2)c1	-3.8
O=c1[nH]cnc(O)c1Nc1cccc(Cl)c1	-3.8
ON=C(CCc1ccccc1)CCc1ccccc1	7.8
CCc1ccc(CN2CCC(Oc3cc(C(=O)NC4CC4)ccc3OC)CC2)cc1	-97.3*
COc1ccc([C@H]2C[C@H](n3cc(C4CC4)nn3)[C@@H](O)CN2CC2CCCCC2)cc1	-84.3*
C[C@H](CO)N1C[C@H](C)[C@@H](CN(C)Cc2ccc(O)cc2)OCc2cnnn2CCCC1=O	-7.9
CC(=O)c1c(C)[nH]c(C(=O)OCC(=O)c2ccc(Br)cc2)c1C	18.3
Cn1c(=O)c2c(nc(CN3CCN(c4ccccc4F)CC3)n2CCCc2ccccc2)n(C)c1=O	-4.7
Nc1ccn([C@@H]2O[C@H](CNCc3cc(Br)ccc3OCc3ccccc3)[C@@H](O)[C@H]2O)c(=O)n1	22.3
Cc1c(NS(=O)(=O)c2cccc(C(=O)NC(C)c3ccccc3)c2)c(=O)n(-c2ccccc2)n1C (configuration not stated)	11.6
Cc1ccnc(NCc2cc(Cl)cc(Cl)c2O)c1	-8.5
Nc1nc(SCc2ccc(Cl)cc2Cl)c2ncn(C3OC(CO)C(O)C3O)c2n1 (configuration not stated)	15.5
COc1ccc(-c2nc3c(c(=O)n(C)c(=O)n3C)n2CC2CC(c3ccccc3)=NO2)cc1OC (configuration not stated)	19.5
COC(=O)c1ccccc1S(=O)(=O)N1CCC(C(=O)OC(C)C(=O)N(C)Cc2ccccc2)CC1 (configuration not stated)	-5.3
O=C(C=NNc1ccccc1)c1ccccc1	3.9
O=C(Nc1cc(Cl)ccc1-n1cncn1)c1ccco1	-2.2
Cc1cccc(NC(=O)COC(=O)CN2C(=O)c3ccccc3C2=O)c1C	-1.6
CC(C)=CCc1c(O)cc2c(=O)c3ccc(O)cc3oc2c1O	10.1
Cc1ccccc1N(CC(=O)N1CCN(Cc2ccccc2)CC1)S(C)(=O)=O	-7.6
CN(Cc1ccccc1F)C(=O)c1cccc(NC(=O)CC2SC(N3CCCCC3)=NC2=O)c1 (configuration not stated)	-6.1
O=C1C=C(c2ccc(CO)cc2)C[C@@H](c2ccc(F)cc2)C1	-3.9
COc1ccc(CCNC(=O)c2cc(S(=O)(=O)N3CCc4ccccc43)ccc2F)cc1OC	-0.5
CCOc1ccc(NC(=O)/C(C#N)=C\c2ccc(N3CCCC3)c(C)c2)cc1	-0.8
Cc1cccc(-c2c3c(nc4c2c(=O)n(C)c(=O)n4C)-c2ccccc2C3O)c1 (configuration not stated)	12.3
N#Cc1ccsc1NC(=O)CSc1nnc(NC2CC2)s1	-9.5
CCOc1ccc2ncc(S(=O)(=O)c3ccccc3)c(N3CCN(c4ccccc4)CC3)c2c1	-5.0
COc1cccc(SCc2noc(C(=O)NCCCN3CCOCC3)c2C(=O)NCCCN2CCOCC2)c1	-97.5*
CC(S(=O)(=O)c1ccccc1)S(=O)(=O)c1ccccc1	3.5
C[C@@H]1CN([C@H](C)CO)C(=O)CCCn2cc(nn2)CO[C@H]1CN(C)C(=O)Nc1cccc(Oc2ccccn2)c1	1.2
O=C(NCc1ccco1)c1ccc(CS(=O)c2ccccc2Cl)o1 (configuration not stated)	-2.0
CC(=O)Nc1ccc2c(=O)n(-c3ccccc3)sc2c1	-4.2
Cc1ccnc(NCc2cc(Cl)ccc2O)c1	11.8
CCOC(=O)C1CCCN(C(=O)Cn2ncc3c(=O)oc4ccc(C)cc4c32)C1 (configuration not stated)	-0.7
COc1ccc(S(=O)(=O)N2CCOCC2)cc1C(=O)NCc1c(C)nn(Cc2ccccc2)c1C	-3.2
COc1ccc(N2C(=O)C3C4c5ccccc5C(C=Nc5ccc(C)cc5C)(c5ccccc54)C3C2=O)cc1 (configuration not stated)	10.2
Cc1ccc(OCC(=O)Nc2cccc3c2CCCC3)cc1C	-10.0
CN(C)CC/C=C1\c2ccccc2Sc2cc(F)c(Cl)cc21	-2.9
O=C(OCC1CCNCC1)c1ccc(F)cc1	5.1
CC1CCCN(S(=O)(=O)c2ccc3[nH]c(=O)cc(C(=O)NCCCN4CCCCCC4)c3c2)C1 (configuration not stated)	-5.8
CC1=C(C(=O)N2CCOCC2)CC(CC(=O)NCCN2CCOCC2)C(=O)N1Cc1ccccc1 (configuration not stated)	4.5
Nc1cc(=O)[nH]c2ncnn12	-9.1
CCc1nnc2sc(-c3ccc(NC(=O)CSc4ccc(Cl)cc4)cc3)nn12	-9.8

# (list continues)
SMILES	KCNH2 3.1 block
CCC(C)c1ccccc1N1CC(C(=O)Nc2cc(S(=O)(=O)N3CCOCC3)ccc2OC)CC1=O (configuration not stated)	-4.9
CN(C)/C(=C\C(=O)c1ccccc1)C(=O)c1ccccc1	14.4
Cc1ccc(NC(=O)CN(C)C(=O)Cc2coc3cc(C)c(C)cc23)cc1	-12.9
C=CC(=O)Oc1ccc(N2Cc3ccccc3C2=O)cc1	-7.9
O=S1(=O)CC(c2ccccc2)=NN=C(c2ccccc2)C1	6.2
O=C(c1ccoc1)N1CCN(c2cc(-c3ccccc3)nc3cc(-c4ccc(Br)cc4)nn23)CC1	-13.1
Cc1cccc(C)c1OCC(O)CN1CCc2ccccc2C1 (configuration not stated)	-0.7
CSc1ncccc1C(=O)N1CCCC(Nc2ccc(F)c(F)c2)C1 (configuration not stated)	-1.0
C[C@H](CO)N1C[C@H](C)[C@@H](CN(C)S(=O)(=O)c2cccc(C#N)c2)OCc2cnnn2CCCC1=O	-25.7
Cc1cc(C2(c3ccc(O)c(C)c3)C(=O)N(C)c3ccc(Br)cc32)ccc1O	9.6
CCOC(=O)C1CC(c2ccccc2)=NN1c1ccccc1 (configuration not stated)	-1.2
COc1ccc(-c2csc(NC(=O)CN3C(=O)C4CC=CCC4C3=O)n2)cc1OC (configuration not stated)	0.4
O=C1Nc2ccc3c(c2C1=Cc1cc2c(cc1Br)OCO2)OCO3	3.4
COc1ccc(C(=O)OCC(=O)c2ccco2)cc1[N+](=O)[O-]	12.6
COc1cc(/C=C2\SC(=O)N(CC(=O)Nc3cccc(C)c3)C2=O)ccc1OC(C)C(=O)O (configuration not stated)	11.9
O=C(C1CC(=O)N(c2ccc3c(c2)OCCO3)C1)N1CCN(S(=O)(=O)c2ccccc2F)CC1 (configuration not stated)	-0.2
CC(C)c1ccc(S(=O)(=O)N2CCC(C(=O)N3CCN(c4cccc(Cl)c4)CC3)CC2)cc1	-33.9
COc1ccc(-c2cc(C(F)(F)F)nc(SCCC(=O)N3CCN(C)CC3)n2)cc1	8.4
CCOC(=O)c1c(C)[nH]c(C(=O)OCC(=O)NCc2ccco2)c1C	4.0
CCCCCCCCNc1ncnc2[nH]ncc12	-15.3
O=C(COC(=O)Cc1n[nH]c(=O)c2ccccc12)Nc1c(Br)cc([N+](=O)[O-])cc1Br	-8.7
C[C@@H]1C=C(C(=O)NCc2nc3ccccc3[nH]2)O[C@H](OCCCCO)C1	-3.4
Nc1nc(N)c2[nH]cnc2n1	-91.9*
CCC(C)c1ccc(S(=O)(=O)N2CCN(C(=O)CN3C(=O)NC(C)(C4CC4)C3=O)CC2)cc1 (configuration not stated)	18.3
NNC(=O)c1c[nH]c2ccc(OCc3ccccc3)cc12	-3.8
N#C[C@H]1C2OC2c2ccccc2N1C(=O)c1ccccc1 (some centres not stated)	1.8
CNC(=O)C[C@H]1C(=O)N(CCc2ccccc2)C[C@@H]1Cc1ccccc1	-10.2
CC(=Cc1ccccc1)C(=O)c1ccccc1	-36.0
CN(C)c1ccc(C=C2SC(=S)N(Cc3ccco3)C2=O)cc1	-27.7
CN(C)c1ccc(N=Nc2ccc3ncccc3c2)cc1	-1.1

# The closing 6 entries of the part above lead into the next:
SMILES	KCNH2 3.1 block
NNC(=O)c1c[nH]c2ccc(OCc3ccccc3)cc12	-3.8
N#C[C@H]1C2OC2c2ccccc2N1C(=O)c1ccccc1 (some centres not stated)	1.8
CNC(=O)C[C@H]1C(=O)N(CCc2ccccc2)C[C@@H]1Cc1ccccc1	-10.2
CC(=Cc1ccccc1)C(=O)c1ccccc1	-36.0
CN(C)c1ccc(C=C2SC(=S)N(Cc3ccco3)C2=O)cc1	-27.7
CN(C)c1ccc(N=Nc2ccc3ncccc3c2)cc1	-1.1
Cc1ccc(S(=O)(=O)N2C[C@@H](C)[C@]3(C2)[C@H](O)[C@H](OC(=O)NCc2ccco2)C[C@H]2C(=O)N(c4ccccc4)C(=O)[C@H]23)cc1	-14.9
CN(N=Cc1ccccc1O)c1ccc2ccccc2n1	11.3
O=C(O)Cc1ccc2c(c1)Cc1cccnc1O2	3.8
O=C(NC1CCN(Cc2ccccc2)CC1)c1cccc(NS(=O)(=O)c2ccc(Br)cc2)c1	-26.7
Cc1ccccc1NC(=O)Cc1nc(COC(=O)C(C)(C)Oc2ccc(Cl)cc2)cs1	0.0
OCCCn1c(C2CCCN2c2nc(-c3ccc(F)cc3)cs2)nc2cc(Cl)c(Cl)cc21 (configuration not stated)	-10.1
CC(C)=CCc1cc([C@@H]2COc3c(ccc4c3C=CC(C)(C)O4)C2)c(O)cc1O	9.7
COc1ccc(-c2noc3c2-c2nc(C(C)C)sc2CC3)cc1	-33.0
COc1ccccc1S(=O)(=O)N(C)C[C@H]1OCc2cnnn2CCCC(=O)N([C@@H](C)CO)C[C@H]1C	-2.3
CCOC(=O)c1cc2c(c(CCO)n1)[C@H](CCO)N(S(=O)(=O)C(C)(C)C)C2	-3.1
Cc1ccc(NC(=S)NCCc2ccc(S(N)(=O)=O)cc2)c(C)c1	1.5
CC(=NNS(=O)(=O)c1ccc([N+](=O)[O-])cc1)c1ccc(C)cc1	-3.7
O=C(O)CSCC(=O)Nc1ccccc1	-14.1
CC(C)Oc1ccc(S(=O)(=O)N2CCOCC2)cc1NC(=O)CSc1nnc(C2CC2)n1C	4.0
COc1ccc(CNC(=O)N2[C@H]3CC[C@@H]2C=C(c2ccc(F)cc2OCc2ccccc2)C3)cc1OC	-32.1
CCCCn1c(=S)[nH]c2c(=O)n(C)c(=O)n(C)c21	16.7
CCOc1ccccc1-c1cc(C(=O)N/N=C/c2cccnc2)c2ccccc2n1	4.0
CSc1ccc(/C=N/NC(=O)c2ccc3nc[nH]c3c2)cc1	17.2
Cn1ncc(N=Cc2c(O)ccc3ccccc23)c1C(=O)N1CCOCC1	-25.2
CC(=O)Nc1c(C(=O)O)ccc(C)c1OCc1ccccc1	14.0
NC(=O)C1=CC2C3C=CC2(O)C(=O)OC3O1 (configuration not stated)	9.5
Nc1c(Cl)cc(C(=O)NC2CC2)cc1Cl	-36.0
Cc1ccc(S(=O)(=O)N(C)C[C@@H]2Oc3ncc(Br)cc3C(=O)N([C@H](C)CO)C[C@@H]2C)cc1	9.4
CCCCCC(=O)N1C[C@H](n2cc(COC(=O)c3ccccc3)nn2)[C@@H](O)C[C@@H]1c1ccc(Cl)cc1	-17.1
Cc1cccc2cc(C#N)c(NCCNC(=O)c3ccccc3)nc12	-8.4
CC(=O)c1ccc2c(c1)CCN2	-2.6
O=S(=O)(c1ccccc1)N1CCN(Cc2cccc(Br)c2)CC1	-12.3
NC(=O)C1(N2CCCC2)CCN(Cc2ccccc2)CC1	1.3
C[C@@H]1CN([C@@H](C)CO)C(=O)CCCn2nncc2CO[C@H]1CN(C)Cc1ccccc1C(F)(F)F	9.7
O=C(O)C1(Nc2ccc(Cl)cc2)CCCC1	20.7

# Only part of the results is shown; count on the stated rates, not on these rows.
